Compound activity from PubChem BioAssay.
ERG Ets-DNA blk = inhibitors of human ERG Ets domain-DNA interaction; AID 624246; fluorescence polarization, His-ERG Ets domain / labelled DNA; P11308; 370,000 compounds, 0.028% hits; Potency, µM (titrated, usually from 76.9 µM), without a hit: top-dose FP activity, negative = inhibition, actives largely listed as inhibitors; active = well fitted inhibition curve with a large enough effect in the polarisation, with a control signal flat; inconclusive = small, poorly fitted or top-dose-only effect, or effect the other way, or a change in a side signal; inactive = no such curve, though single readings can be large or run the other way; the % refers to the polarisation;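 note: polarization taken with two DNA probes labelled with fluorescein and Texas red; potency is the fitted concentration of half-maximal effect; % of control where 0% means no effect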
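His-tagged ERG Ets domain (1 uM in the protein solution; 300mM KCl, 50mM Tris-HCl, 1mM EDTA, 1mM DTT, pH 7.5) received compound, then a probe mix of 5 nM fluorescein-DNA and 100nM Texas-615-DNA. Fluorescence polarization was read for both dyes.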
POLK inh = DNA polymerase kappa (human) inhibition; Q9UBT6; Potency, µM (top dose mostly 107 µM), for inactives: at the top dose activity, negative = inhibition, usual class: inhibitors; 400,000 compounds, 0.53% hits; purified Pol kappa, fluorescent DNA synthesis assay, 10 min; note: potency is the fitted concentration of half-maximal effect; % is set by controls: 0 for no effect and ±100 for the full control effect
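Enzyme at 10 nM met test compounds for 15 min at room temperature. Substrate addition (50 nM final) began the reaction, which was monitored by fluorescence at 0 and 10 min.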
BLM inh = inhibitors of human Bloom syndrome helicase BLM | P54132 | recombinant BLM DNA unwinding, fluorescence dequenching | Potency, µM (titrated, usually from 56.1 µM), without a hit: at the top dose activity change, negative = inhibition, usual class: inhibitors | 350,000 compounds, 0.2% hits | AID 2528;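 note: potency is the fitted concentration of half-maximal effect; plate controls were vehicle for no effect and no enzyme for full effect; nearly all actives have a fitted effect of over 35% in size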
APE1 inh = inhibitors of human APE1 endonuclease. P27695. recombinant APE1, TAMRA/BHQ-2 abasic DNA cleavage fluorescence. Potency, µM (top dose mostly 65.8 µM), for inactives: top-dose activity change, negative = inhibition, hits mostly inhibitors. 350,000 compounds, 0.35% hits. AID 2517;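 note: potency is the fitted concentration of half-maximal effect; plate controls were vehicle for no effect and reference inhibitor for full effect; nearly all actives have a fitted effect of over 55% in size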
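Activity was derived from the fluorescence gain between first and third kinetic reads (60 s intervals, ex 525/em 598 nm) after 50 nM THF-abasic TAMRA/BHQ-2 duplex was added to 0.75 nM APE1 preincubated 15 min with compound.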
Pol iota inh = DNA polymerase iota (human) inhibition; Pol iota fluorescent replication assay, 10 min; Potency, µM (series often up to 115 µM), for the others: at the highest dose activity, negative = inhibition, hits mostly inhibitors; Q9UNA4; 390,000 compounds, 1% hits; note: potency is the fitted concentration of half-maximal effect
Target sequence (Q9UNA4 whole entry, looked up): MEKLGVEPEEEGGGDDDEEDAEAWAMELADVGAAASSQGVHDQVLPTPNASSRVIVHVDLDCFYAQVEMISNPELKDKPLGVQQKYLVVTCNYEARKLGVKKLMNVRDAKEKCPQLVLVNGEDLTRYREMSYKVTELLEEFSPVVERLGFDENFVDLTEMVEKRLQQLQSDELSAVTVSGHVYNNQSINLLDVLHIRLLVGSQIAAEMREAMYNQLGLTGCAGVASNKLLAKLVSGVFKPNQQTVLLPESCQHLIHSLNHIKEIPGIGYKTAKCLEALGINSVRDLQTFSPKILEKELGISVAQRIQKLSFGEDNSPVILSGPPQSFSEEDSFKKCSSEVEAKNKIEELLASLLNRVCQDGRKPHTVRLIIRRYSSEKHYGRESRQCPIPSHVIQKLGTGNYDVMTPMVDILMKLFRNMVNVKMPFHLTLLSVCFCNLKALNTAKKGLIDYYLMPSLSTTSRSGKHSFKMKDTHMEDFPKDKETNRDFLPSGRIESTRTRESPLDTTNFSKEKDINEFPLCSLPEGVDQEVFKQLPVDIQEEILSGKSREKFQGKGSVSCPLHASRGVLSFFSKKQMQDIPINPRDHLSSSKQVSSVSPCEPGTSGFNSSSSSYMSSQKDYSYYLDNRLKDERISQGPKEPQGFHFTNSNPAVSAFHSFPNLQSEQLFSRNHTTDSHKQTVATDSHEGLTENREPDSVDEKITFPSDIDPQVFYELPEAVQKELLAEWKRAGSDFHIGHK
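Fluorescent replication assay read twice, at 0 min and 10 min after adding 50 nM (final) substrate. Enzyme (10 nM) and compounds were first incubated 15 min at room temperature; enzyme-free buffer wells were negative controls.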
ALOX12 inh = inhibitors of human 12S-lipoxygenase ALOX12 | P18054 | purified 12hLO, xylenol orange hydroperoxide absorbance | Potency, µM (highest dose often 108 µM), inactives show at the highest dose activity change, negative = inhibition, usual class: inhibitors | 580,000 compounds, 1.1% hits | AID 1671190; note: potency is the fitted concentration of half-maximal effect; % is set by controls: 0 for no effect and ±100 for the full control effect
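Purified human 12hLO at 150 nM in 25 mM Hepes, 0.01% Triton X-100, pH 7.0, preincubated 15 min at room temperature with compound. Reaction started with 40 uM arachidonic acid, 30 min at room temperature. Hydroperoxide measured by Fe-xylenol orange, 573/405 nm absorbance ratio.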
Apoferritin bind = candidate novel general anesthetic via apoferritin binding. P02791. apoferritin/1-aminoanthracene competitive binding, fluorescence. Potency, µM (series often up to 77.5 µM), without a hit: top-dose activity change, negative = displacement, usual class: inhibitors. 350,000 compounds, 0.074% hits. AID 485281; note: potency is the fitted concentration of half-maximal effect; % is set by controls: 0 for no effect and ±100 for the full control effect; nearly all actives have a fitted effect of over 20% in size
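Apoferritin-based anesthetic binding model; compound displacement of fluorescent 1-AMA measured as endpoint fluorescence after 10 minutes at room temperature, scaled to free-ligand and complex controls.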
POLB inh = DNA polymerase beta (human) inhibition; Potency, µM (series often up to 114 µM), inactives show top-dose activity change, negative = inhibition, usual class: inhibitors; Pol beta primer extension/strand displacement, fluorescence kinetic; 340,000 compounds, 1.3% hits; note: potency is the fitted concentration of half-maximal effect; % is set by controls: 0 for no effect and ±100 for the full control effect
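Preincubation: enzyme (10 nM) with compound, 15 min, RT. Reaction: substrate added to 50 nM final. Reads: 0 and 10 min. Analysis: normalized, Hill fit.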
TRHR ag = agonists of human TRH receptor; TRHR cells, calcium flux fluo-8, FDSS agonist mode; activation, % at 2 µM; 360,000 compounds, 0.18% hits; AID 493084; in the data active = activation above about 30%; note: 0% is about no effect
Target sequence (P34981 whole entry, looked up): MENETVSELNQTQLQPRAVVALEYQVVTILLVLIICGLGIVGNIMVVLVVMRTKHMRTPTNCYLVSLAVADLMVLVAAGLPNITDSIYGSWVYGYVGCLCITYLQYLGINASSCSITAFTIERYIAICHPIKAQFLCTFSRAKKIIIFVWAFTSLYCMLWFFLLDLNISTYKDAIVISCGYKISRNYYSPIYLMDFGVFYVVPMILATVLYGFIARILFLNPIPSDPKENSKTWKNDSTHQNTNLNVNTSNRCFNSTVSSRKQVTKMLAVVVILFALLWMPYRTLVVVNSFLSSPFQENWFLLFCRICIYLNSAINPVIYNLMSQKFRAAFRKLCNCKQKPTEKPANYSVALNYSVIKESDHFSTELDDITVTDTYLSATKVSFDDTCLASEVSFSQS
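Steps: seed TRHR cells overnight; add fluo-8 no-wash Ca dye, RT 30 min–1.5 h; record 10 s baseline; pin-transfer compounds; monitor fluorescence 1 cycle/s for the agonist window. Calcium increases flag candidate agonists.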
* hit, by the source's call; ? = inconclusive; . = not tested or not shown; ! = a repeat was not active; [ ] = dose if it differs, or a comment. Unless noted, calls come from the whole dose curve; as a rule, active = well fitted curve in the direction sought with a large enough effect; inconclusive = small, poorly fitted or top-dose-only effect, or another doubt; inactive = no such curve, though single readings can be large; an effect the other way counts as inactive or inconclusive. A portion of the library; count on the stated rates, not on these rows.

| smiles | TRHR ag | Pol iota inh | Apoferritin bind | POLK inh | BLM inh | ALOX12 inh | ERG Ets-DNA blk | APE1 inh | POLB inh |
| --- | --- | --- | --- | --- | --- | --- | --- | --- | --- |
| O=C(CNC(=O)c1cccc(F)c1)N/N=C/c1cccnc1 | -1.1 | ? | -24% | -8% | 0% | -17% | 3% | -16% | 9% |
| O=C(Nc1cccc(NC(=O)C2CC3CCCC(C2)C3=O)n1)C1CC2CCCC(C1)C2=O (configuration not stated) | 1.1 | 15% | -12% | -11% | -4% | 190%[activator] | 3% | 0% | -2% |
| COc1cccc(NC(=O)Cc2cccs2)c1 | 0.2 | 9% | ? | -10% | -3% | 4% | 12% | -1% | 23% |
| Cc1ccc(S(=O)(=O)N2CCOCC2)cc1NC(=O)COC(=O)CNC(=O)c1ccc(Oc2ccccc2)cc1 | 0.8 | 2% | 7% | -21% | -2% | 0% | 3% | 8% | 0% |
| c1ccc(CSCc2cn3ccccc3n2)cc1 | -0.5 | 97%[activator] | -19% | -5% | 1% | 7% | 3% | -10% | 23% |
| O=S(=O)(Nc1ccc(C(F)(F)F)cn1)c1ccccc1 | -1.3 | 59%[activator] | 6% | -4% | 3% | 0% | 4% | -3% | 17% |
| CCc1ccccc1NC(=O)c1ccc2c(c1)N(Cc1cccc(Cl)c1)C(=O)c1ccccc1S2(=O)=O | 1.3 | 34%[activator] | ? | -3% | -5% | -28% | 2% | . | 2% |
| C/C(=N\OCC(=O)OCC(=O)Nc1cc(S(C)(=O)=O)ccc1Cl)c1ccc2c(c1)OCO2 | -0.9 | 2% | . | 7% | . | 413%[activator] | 15% | 3% | . |
| CN(C)C1=NCCN1CC1CCCCC1 | -0.1 | ? | . | 13% | . | 6% | -4% | 2% | . |
| CCCCCN1C=CC=C/C1=C\C=C(C#N)C#N | 31* | 31%[activator] | -4% | 2% | 40%[activator] | ? | 3% | 5% | ? |
| COC(=O)C1=COC(C)C2CN3CCc4c([nH]c5ccccc45)C3CC12 (configuration not stated) | 0.3 | 61%[activator] | -10% | -13% | -8% | -13% | -7% | 12% | 45% |
| O=C(CNC(=O)c1ccc(Cl)cc1)NC(CO)c1ccccc1 (configuration not stated) | 0.7 | 26% | 4% | 8% | -4% | 17% | -14% | 36% | -3% |
| NCCNC(=O)Cn1c(=O)c2c3c(sc2n(Cc2ccccc2)c1=O)CCCC3 | 0.8 | 168%[activator] | -1% | -1% | 1% | 4% | -3% | 21% | 9% |
| COc1ccc(-c2ccnc3c2c(=O)n(C)c(=O)n3C)cc1OC | 0.8 | 5% | -1% | 12% | 2% | -4% | 6% | . | 17% |
| CNC(=O)c1cccc(NC(=O)c2ccccc2OCc2ccccc2)c1 | -1.2 | 20% | -5% | 5% | -5% | -3% | -9% | 11% | 7% |
| CCCN(CC1CC1)c1nc(N)c(C#N)c(CC#N)c1C#N | 0.4 | 16% | -13% | -4% | -9% | -16% | 11% | 11% | -1% |
| CCOc1ccc(N(CC(=O)NCc2ccc3c(c2)OCO3)C(=O)c2csnn2)cc1 | -0.3 | 52% | -5% | 2% | -1% | -1% | 9% | 12% | -2% |
| O=C(Nc1nc2ccccc2s1)C1CC(=O)N(c2ccccc2)C1 (configuration not stated) | 0.0 | 15% | -14% | -16% | -1% | 0% | -4% | 21% | 6% |
| COc1ccc(OC)c(C(C(=O)NCc2ccco2)N(C(=O)Cn2nnc3ccccc32)C(C)C)c1 (configuration not stated) | -0.5 | 2% | -20% | -7% | -2% | 10% | -5% | 3% | 0% |
| S=C(NCCN1CCOCC1)Nc1ccccc1Cl | -0.4 | 13% | 0% | -1% | -1% | -17% | 6% | 7% | 18% |
| C(=N\n1cnnc1)/c1cccs1 | 0.6 | 27% | -7% | 5% | -2% | -5% | . | 13% | 25% |
| COc1ccc(OC)c(-c2csc(N(C)C(=O)c3ccco3)n2)c1 | 0.0 | 9% | -8% | -5% | -8% | 0% | 2% | 2% | 1% |
| COc1ccc(NC(=O)C2CCCN(C(=O)c3ccc(Cl)cc3)C2)cc1Cl (configuration not stated) | 0.0 | -4% | . | 3% | . | ? | 1% | -11% | . |
| COc1ccc2[nH]c(=O)c(CNc3cccc(C)c3)cc2c1 | 1.6 | 28% | 80%[activator] | -14% | -10% | 30% | -13% | -12% | 30%[activator] |
| CC(C)(C)C(=O)Nc1cccc(C(=O)OCc2cc(=O)n3nc(C4CCCCC4)sc3n2)c1 | -0.6 | 0% | -7% | 0%[60.1 µM] | -1% | -11% | -1% | . | -1% |
| O=C(O)CSc1nc2ccccc2nc1Cc1ccccc1F | 1.1 | -12% | -7% | -12% | 1% | 14% | -1% | -2% | -10% |
| COc1ccc(S(=O)(=O)N2CCN(C(=O)CN3C(=O)NC(C)(c4ccc5ccccc5c4)C3=O)CC2)cc1 (configuration not stated) | 1.8 | 13% | . | -7% | . | -20% | -8% | 24% | . |
| Cc1ccc(CNC(=O)c2ccc(CSCc3ccc(C)cc3)o2)cc1 | 1.5 | 0% | 33%[activator] | -1%[60.1 µM] | -8% | 11µM*! | -1% | . | -1% |
| Clc1ccccc1-c1nc2nc3ccccc3nc2n1-c1ccc2c(c1)OCO2 | -2.5 | 18% | 10% | -18% | -5% | -18% | 5% | -10% | 26% |
| Cc1cccc(C)c1NC(=O)CN(C)C(=O)c1cc([N+](=O)[O-])ccc1N1CCOCC1 | 0.4 | 5% | -18% | -6% | 2% | 0% | 4% | 23% | -5% |
| COc1ccc(CN(C)C(=O)COC(=O)c2cc([N+](=O)[O-])ccc2N2CCCC2)c(OC)c1OC | . | -11% | . | -14% | . | 12% | 2% | 7% | . |
| Cn1cccc1CC(=O)N/N=C/C=C/c1ccccc1 | -0.2 | -16% | 3% | -1% | 2% | 0% | 6% | -4% | -2% |
| O=C1CC(C(=O)N2CCc3ccccc32)CN1c1ccc(F)cc1 (configuration not stated) | -0.5 | -22% | 1% | -10% | 1% | 1% | 9% | 9%[12.4 µM] | 21% |
| Nc1nnc(CCCCCc2nnc(N)s2)s1 | 1.9 | -24% | -7% | -9% | -3% | 31%[activator] | -11% | -5% | 5% |
| COC(=O)c1ccc(C2C(C(=O)c3cc4ccccc4o3)=C(O)C(=O)N2c2cc(C)on2)cc1 (configuration not stated) | 3.6 | ? | -5% | -23% | -14% | ? | 1% | 4% | 32% |
| CCC(=O)Nc1nnc(S(=O)(=O)N(C)Cc2ccccc2)s1 | -0.3 | -5% | 1% | -6% | -7% | -13% | -7% | . | 12% |
| COCCCNC(=O)CSc1nc2c(sc3ccccc32)c(=O)n1CCc1ccccc1 | 0.5 | -1% | -2% | -2%[60.1 µM] | 1% | -7% | -19% | . | 17% |
| NS(=O)(=O)c1ccc(NC(=O)C(Sc2ccccc2)c2ccccc2)cc1 (configuration not stated) | 0.7 | 13% | 1% | 2% | -9% | -18% | -5% | -6% | 5% |
| Cc1cc(C)n2nc(-c3sccc3-n3cccc3)cc2n1 | -1.6 | -1% | ? | -9% | -4% | 0% | -17% | -6% | 3% |
| COc1ccc(-n2c(-c3ccc(Cl)cc3)c[n+]3c2CCc2ccccc2-3)cc1 | -0.4 | 33%[activator] | -7% | -4% | -11% | -6% | 7% | -7% | 0% |
| O=C(CN1Cc2ccccc2C1=O)Nc1ccc2c(c1)OCCO2 | -0.1 | 20% | 55%[activator] | -4% | -6% | 6% | -3% | 18% | 48% |
| CC(=O)N[C@@H]1[C@@H](O)[C@@H]2OC(c3ccccc3)OC[C@H]2O[C@@H]1N=[N+]=[N-] (some centres not stated) | 1.1 | 2% | -2% | -13% | -8% | ? | -3% | -5% | 40% |
| Cc1cc(C)c2[nH]c(=O)c(C(c3nnnn3Cc3ccc4c(c3)OCO4)N3CCCC3)cc2c1 (configuration not stated) | -0.5 | 7% | -17% | -12% | -3% | ? | 9% | 2% | ? |
| Clc1ccc(Cn2ccc(C3CC3)n2)cc1 | -0.9 | 14% | ? | -1% | 0% | 6% | 5% | -1% | 5% |
| COc1ccc(OC)c(NC(=O)C2CC(=O)N(c3ccc(Br)cc3)C2)c1 (configuration not stated) | -0.9 | 18% | -10% | -22% | -2% | ? | 1% | -4% | 7% |

Record cards (already shown). Order of values: TRHR ag, Pol iota inh, Apoferritin bind, POLK inh, BLM inh, ALOX12 inh, ERG Ets-DNA blk, APE1 inh, POLB inh
`O=C(CN1Cc2ccccc2C1=O)Nc1ccc2c(c1)OCCO2` as listed: -0.1, 20%, 55%[activator], -4%, -6%, 6%, -3%, 18%, 48%
`CCC(=O)Nc1nnc(S(=O)(=O)N(C)Cc2ccccc2)s1` as listed: -0.3, -5%, 1%, -6%, -7%, -13%, -7%, ., 12%

(listing goes on)
| smiles | TRHR ag | Pol iota inh | Apoferritin bind | POLK inh | BLM inh | ALOX12 inh | ERG Ets-DNA blk | APE1 inh | POLB inh |
| --- | --- | --- | --- | --- | --- | --- | --- | --- | --- |
| O=C(NC1CC2CCC(C1)N2Cc1ccccc1)c1ccccc1Cl (configuration not stated) | -0.2 | 1% | -4% | 1% | 0% | 0% | 15% | 12% | 85% |
| Cc1ccc(C(=O)NCC(=O)O)o1 | -0.1 | 18% | 1% | -5% | -1% | -3% | 3% | 13% | ? |
| CCN1C(=O)[C@H]2[C@@H](c3ccc(C)cc3)N3C(=O)N(c4cccc(Cl)c4)C(=O)[C@@]3(Cc3ccc(Cl)cc3)[C@H]2C1=O | 1.2 | 5% | . | -11% | . | -4% | -12% | 0% | . |
| CCn1c(COc2ccccc2C(N)=O)nc2ccccc21 | 0.2 | -7% | 0% | -11% | 4% | 5% | 1% | 4% | 32% |
| O=C(OC1CCc2ccccc2C1=O)c1ccccc1O (configuration not stated) | 0.4 | -4% | ? | -12% | -13% | 115%[activator] | 4% | -9% | 0% |
| COc1ccc(C(=O)OCC(=O)Nc2c(C)cccc2C)cc1 | -1.0 | 24% | -8% | -3% | -1% | -3% | -9% | 2% | 52% |
